TexasRed fluor: counter-screen for TRb-SRC2 inhibitors: fluorescence interference. TRb/SRC2 Texas Red total fluorescence interference. Potency, µM (highest dose often 106 µM), without a hit: at the top dose fluorescence change, negative = quenching. 0.29% of 280,000 active. AID 1479; active = well fitted curve in either direction with a large enough effect; inconclusive = small, poorly fitted or top-dose-only effect
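Human TRb ligand-binding domain at 0.6 uM with 20 nM Texas Red SRC2 peptide in Tris buffer containing 1 uM T3 and 5% DMSO, incubated with compound 5 h at ambient temperature. Total fluorescence (555/632 nm) calculated as parallel + 2 × perpendicular.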
TRb SRC2 PPI: disrupts binding of human TR beta to SRC2 | P10828 | TRbeta-SRC2 peptide binding, fluorescence polarization; receptor liganded with 1 µM T3 | Potency, µM (top dose mostly 106 µM), for the others: at the highest dose activity change, negative = inhibition, usual class: inhibitors | 0.065% of 280,000 active | AID 1469; active = well fitted inhibition curve with a large enough effect; inconclusive = small, poorly fitted or top-dose-only effect, or effect the other way;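 also: plate controls were bound peptide for no effect and peptide without receptor for full effect; nearly all actives have a fitted effect of over 50% in size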
Target sequence (P10828 whole entry, looked up): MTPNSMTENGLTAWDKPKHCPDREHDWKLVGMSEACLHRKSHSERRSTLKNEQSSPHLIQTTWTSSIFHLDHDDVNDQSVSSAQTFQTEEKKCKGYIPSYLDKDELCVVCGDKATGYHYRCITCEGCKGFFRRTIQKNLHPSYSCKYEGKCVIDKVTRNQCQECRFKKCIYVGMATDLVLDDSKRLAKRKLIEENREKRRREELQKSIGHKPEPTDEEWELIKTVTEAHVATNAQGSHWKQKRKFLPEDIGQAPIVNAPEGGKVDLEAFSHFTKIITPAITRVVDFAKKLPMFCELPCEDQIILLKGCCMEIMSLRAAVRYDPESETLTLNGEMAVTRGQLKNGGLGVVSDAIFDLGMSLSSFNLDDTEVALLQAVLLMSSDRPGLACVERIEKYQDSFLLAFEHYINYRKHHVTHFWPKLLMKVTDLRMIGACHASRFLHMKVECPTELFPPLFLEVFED
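Assay buffer: 20 mM Tris-HCl, 100 mM NaCl, 10% glycerol, 1 mM EDTA, 0.01% NP-40, 1 mM DTT, 1 uM T3, 5% DMSO; TRb LBD 0.6 uM, Texas Red SRC2 20 nM; FP after 5 hr.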
Lamin A splicing: modulators of lamin A splicing; HeLa LMNA splicing GFP/RFP minigene ratio, 48 h; Potency, µM (doses to about 46.1 µM), for inactives: at the highest dose ratio change, negative = inhibition, usual class: inhibitors; 0.01% of 200,000 active; AID 1487; active = well fitted inhibition curve with a large enough effect in the signal ratio, with a control signal flat, not every such curve was filed as active; inconclusive = small, poorly fitted or top-dose-only effect, or effect the other way, or a change in a side signal; the % refers to the signal ratio
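S3 HeLa stable clones carrying a lamin A-EGFP splicing minigene plus DsRed2 were seeded at 600 cells/well in Opti-MEM with 2% FBS, pin-dosed and incubated 48 h at 37°C. Acumen cytometry (488 nm) gave the GFP/RFP total-intensity ratio.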
Numbers without * were called inactive; u = inconclusive; [ ] = another dose, or the depositor's remark. Unless noted, % is scaled to controls: 0 for no effect and ±100 for the full control effect; potency is read from the fitted curve at half-maximal effect. Some of the compounds tested (hit frequency here may not be typical).

Below each compound: TexasRed fluor	TRb SRC2 PPI	Lamin A splicing
Cc1nc2ccn(Cc3ccco3)c(=O)c2cc1C(=O)NCc1ccc(F)cc1
 : 3.1%	2.4%	u
CCCn1c2ccc(F)cc2c2nnc(SCCN(CC)CC)nc21
 : -2.3%	5.4%	-20.5%[46 µM]
CCOC(=O)c1ccc(Nc2c(-c3cccc(O)c3)nc3nc[nH]n23)cc1
 : -0.8%	-5.3%	0.3%[46 µM]
CCOc1ccc(CC(=O)NCCS(=O)(=O)N2CCN(c3ccccc3OC)CC2)cc1
 : -15.7%	0.3%	u
CCN(CC)c1nc2ccccc2nc1C(=O)Nc1cccc(C(C)=O)c1
 : -0.1%	-1.8%	-12.5%[46 µM]
COc1ccc(N2CC(NC(=O)c3ccc(Br)o3)CC2=O)cc1 (stereo unspecified)
 : -0.5%	-0.2%	-3.5%[46 µM]
Cc1cccc(N2CCN(C(=O)c3ccc4c(c3)N(Cc3cccc(Cl)c3)C(=O)c3ccccc3S4(=O)=O)CC2)c1C
 : -2.4%	-9.1%	14.6%[46 µM]
Cc1ccc(CNC(=O)C2CCN(c3nc4ccc(C)cc4[nH]3)CC2)cc1
 : -1.1%	-3.5%	u
CCCS(=O)(=O)N1CC(=O)N(c2ccccc2F)C(C)(C(=O)NC2CCCCCC2)C1 (stereo unspecified)
 : 4.1%	-4.9%	u
CCOC(=O)c1c(C)oc2nc(C)nc(NCC3CCN(Cc4ccc(C)cc4)CC3)c12
 : -5.0%	-6.6%	15.2%[46 µM]
CCc1ccc(-n2nc(C)c3c(C(=O)Nc4cc(C)c(Cl)cc4OC)cc(C)nc32)cc1
 : 2.6%	11.9%	6.1%[46 µM]
Cc1ccc(NS(=O)(=O)c2ccc3[nH]c(=O)ccc3c2)cc1N(C)C
 : -2.8%	6.8%	-16.9%[46 µM]
Cc1oc2ncn(CC(C)C)c(=O)c2c1C(=O)NCCc1ccc(Cl)cc1
 : 6.5%	-2.3%	16.5%[46 µM]
COc1ccc2sc(N(Cc3cccnc3)C(=O)C3CCCCC3)nc2c1
 : -1.1%	-5.3%	-17.0%[46 µM]
COc1ccccc1CNC(=O)Cc1csc2nc(-c3ccccc3)cn12
 : -8.9%	2.5%	u
COc1ccccc1N1CCN(C(=O)c2c(C)oc3ncn(CC(C)C)c(=O)c23)CC1
 : 1.6%	2.5%	u
O=C(COc1ccc(F)cc1)OCc1cc(=O)n2nc(-c3cccs3)sc2n1
 : -11.7%	4.2%	u
CCOc1ccc(C(=O)NCC(c2ccco2)S(=O)(=O)c2ccc(C)cc2)cc1 (stereo unspecified)
 : -2.8%	-3.4%	5.1%[46 µM]
COc1ccc(-c2cn3nc(N4CCCC(C(=O)NCc5ccccc5Cl)C4)sc3n2)cc1 (stereo unspecified)
 : -5.3%	4.7%	-11.9%[46 µM]
COc1ccc(C(=O)Nc2ccc3nc(SCC(=O)N4CCOCC4)sc3c2)cc1
 : -8.2%	0.4%	14.4%[46 µM]

Among those listed so far, 4 have fluorine.
Below each compound: TexasRed fluor	TRb SRC2 PPI	Lamin A splicing
Cc1nc2ccn(Cc3ccco3)c(=O)c2cc1C(=O)NCc1ccc(F)cc1
 : 3.1%	2.4%	u
CCCn1c2ccc(F)cc2c2nnc(SCCN(CC)CC)nc21
 : -2.3%	5.4%	-20.5%[46 µM]
CCCS(=O)(=O)N1CC(=O)N(c2ccccc2F)C(C)(C(=O)NC2CCCCCC2)C1 (stereo unspecified)
 : 4.1%	-4.9%	u
O=C(COc1ccc(F)cc1)OCc1cc(=O)n2nc(-c3cccs3)sc2n1
 : -11.7%	4.2%	u

Further entries follow:
Below each compound: TexasRed fluor	TRb SRC2 PPI	Lamin A splicing
O=C(NC1CC(=O)N(c2cccc(F)c2)C1)c1ccc(S(=O)(=O)N2CCCC2)cc1 (stereo unspecified)
 : -1.5%	4.3%	18.8%[46 µM]
Cc1ccc(NC(=O)CCC(=O)N2Cc3ccccc3Oc3ncccc32)cc1Cl
 : 2.7%	1.8%	6.3%[46 µM]
COc1ccc(N2CCN(C(CNC(=O)C(=O)NCCCN(C)C)c3cccnc3)CC2)cc1 (stereo unspecified)
 : 7.6%	5.6%	4.8%[46 µM]
CC(=O)Nc1nonc1-c1nnc(SCc2ccc(F)cc2)n1C
 : 4.1%	-3.7%	19.2%[46 µM]
Cc1oc2c(c1C(=O)Nc1ccc(Cl)cc1F)C1=NCCN1C=N2
 : -1.7%	-4.4%	-1.5%[46 µM]
N#Cc1nc(-c2ccc(COc3ccc(Cl)cc3)o2)oc1N1CCCCC1
 : 3.8%	-3.4%	15.1%[46 µM]
Cc1nnc(SCc2cc(=O)c3cc(F)ccc3[nH]2)n1C
 : -1.2%	-9.8%	0.8%[46 µM]
Cc1cccc(OCCn2c(SCC(=O)O)nc3ccccc32)c1
 : 2.7%	-6.1%	u
O=C1C(c2ccc(F)cc2)N(CCc2ccc(Cl)cc2)C(=O)CN1C1CCCCC1 (stereo unspecified)
 : -1.0%	-3.0%	-3.9%[46 µM]
O=C(NCCc1ccccc1)c1sc2ncccc2c1-n1cccc1
 : -2.4%	5.8%	-5.1%[46 µM]
CCC(=O)N1c2ccccc2CC1C(=O)NCCc1cc(OC)c(OC)c(OC)c1 (stereo unspecified)
 : 0.1%	-8.0%	-2.1%[46 µM]
CCc1nn2c(=O)cc(COC(=O)CNC(=O)COc3ccc(C)cc3)nc2s1
 : -0.6%	-3.1%	-8.5%[46 µM]
Cc1ccc(CNC(=O)CCCN2C(=O)CCn3nc(-c4cccn4C)cc32)cc1
 : u	-14.2%	u
CC(C)CC(C(=O)NCc1ccc(F)cc1)N1Cc2ccccc2C1=O (stereo unspecified)
 : -9.4%	0.8%	-14.0%[46 µM]
COc1ccc(-c2nc3scc(CCNS(=O)(=O)c4ccc(Oc5ccccc5)cc4)n3n2)cc1OC
 : -1.9%	1.7%	9.7%[46 µM]
Cc1csc2nc(COC(=O)c3ccc(F)cc3)cc(=O)n12
 : -1.5%	-5.0%	-8.4%[46 µM]
COc1cccc(N2CC(NC(=O)/C=C\c3ccc4c(c3)OCO4)CC2=O)c1 (stereo unspecified)
 : -0.9%	1.8%	u
CC(=O)C1=C(c2ccc(C)c(C)c2)N(C(C)=O)n2c(nnc2-c2ccc(Cl)cc2)S1
 : 1.1%	2.6%	u
CCc1ccccc1NC(=O)c1cnc(N2CCCCC2)c2ccccc12
 : -1.6%	-5.3%	7.4%[46 µM]
COc1cc(C2C(C(=O)Nc3ccccc3)=C(C)Nc3nc(SCC(=O)c4ccc(C)cc4)nn32)ccc1O (stereo unspecified)
 : -3.8%	-1.5%	u
CCc1ccc2nc(N3CCN(C(=O)c4ccccc4)CC3)sc2c1
 : -0.9%	-11.7%	11.1%[46 µM]
O=C(Cn1c(=O)oc2cc(S(=O)(=O)N3CCCCCC3)ccc21)NCc1ccccc1Cl
 : -4.3%	4.3%	-2.1%[46 µM]
CC1CCCCN1S(=O)(=O)c1ccc(C(=O)Nc2sc3c(c2C(N)=O)CC(C)(C)NC3(C)C)cc1 (stereo unspecified)
 : -2.4%	-2.4%	u
O=C(Cc1ccc(F)cc1)NC1CC(=O)N(c2ccc3c(c2)OCCO3)C1 (stereo unspecified)
 : 0.2%	-4.3%	-1.6%[46 µM]
CC(=O)c1cc(-c2ccc(F)cc2)n(CC(=O)Nc2cc(C)cc(C)c2)c1C
 : -1.0%	3.3%	2.8%[46 µM]
Cc1ccc(NC(=O)C2CCN(c3nnc(-n4cccc4)s3)CC2)cc1Cl
 : -24.1%	7.4%	2.2%[46 µM]
CCCCOc1ccc(CNC(=O)Cc2ccc(NC(=O)N3CCCCc4ccccc43)cc2)cc1
 : -2.0%	1.4%	u
CCN(CC)S(=O)(=O)c1ccc2c(c1)nc(CN(C)C(=O)Nc1ccc(C)c(Cl)c1)n2C
 : 0.8%	-2.6%	-0.4%[46 µM]
COc1ccc(N2CC(NC(=O)c3ccc(S(=O)(=O)N4CCOCC4)cc3)CC2=O)cc1OC (stereo unspecified)
 : -1.5%	0.8%	17.3%[46 µM]
CCc1ccc2oc(C(=O)NCC(c3ccc(Cl)cc3)N3CCOCC3)c(C)c2c1 (stereo unspecified)
 : 1.4%	-0.3%	u
CCc1ccccc1NC(=O)N1CCc2cc(OC)c(OC)cc2C1CC(=O)OC (stereo unspecified)
 : -1.6%	-0.2%	-8.9%[46 µM]
Cc1ccc(-c2nn(CC(=O)NC3CCCCC3)c3c2cnc2ccc(F)cc23)cc1C
 : -30.4%	-1.7%	13.2%[46 µM]
Cc1ccc2onc(CC(=O)N3CCN(c4ccccc4)CC3)c2c1
 : u	-8.5%	u
CCOc1ccc(CNC(=O)c2cnc(SC)nc2C)cc1
 : 2.5%	4.5%	-8.0%[46 µM]
COc1ccc(NC(=O)c2c(NCc3cccs3)sc3c2CCCC3)cc1
 : -0.9%	-9.4%	u
CC(=O)c1c(C)oc2c1cc(NS(=O)(=O)c1c(C)cc(C)cc1C)c1ccccc12
 : 0.7%	-6.4%	8.8%[46 µM]
CCOC(=O)c1ccc(N2CCN(c3ccc(F)cc3)CC2)c(NC(=O)Nc2ccc(CC)cc2)c1
 : -2.5%	3.6%	-25.1%[46 µM]
CCOc1ccc(CNC(=O)c2cnc3sc(N(CC)CC)nn3c2=O)cc1
 : -2.0%	-4.0%	6.3%[46 µM]
Cc1ccc(C)c(NC(=O)Cn2ccn(-c3ccc(F)cc3)c(=O)c2=O)c1
 : 7.0%	-3.2%	-26.2%[46 µM]
O=C(CSc1nc2ccccc2nc1Cc1ccc(Cl)cc1)N1CCc2ccccc21
 : -2.4%	7.9%	-4.2%[46 µM]

Looked up above.
Result of CCOC(=O)c1ccc(N2CCN(c3ccc(F)cc3)CC2)c(NC(=O)Nc2ccc(CC)cc2)c1 under TexasRed fluor: -2.5%
Result of CCc1ccccc1NC(=O)N1CCc2cc(OC)c(OC)cc2C1CC(=O)OC (stereo unspecified) under Lamin A splicing: -8.9%[46 µM]

Next structures:
Below each compound: TexasRed fluor	TRb SRC2 PPI	Lamin A splicing
CC(=O)Nc1c(C)nn(-c2ccccc2)c1N1CCC(C(=O)NCc2cccc(Cl)c2)CC1
 : 0.4%	-9.8%	u
O=C(CSC1=Nc2ccccc2N=C(c2ccc(F)cc2)C1)NCc1ccccc1
 : u	-9.6%	-15.8%[46 µM]
CCOC(=O)c1sc2ccccc2c1S(=O)(=O)Nc1cccc(C(F)(F)F)c1
 : -34.0%	2.3%	u
Cc1cccc(C(=O)OCc2cc(=O)n3nc(-c4cccs4)sc3n2)c1
 : -11.5%	-2.6%	9.6%[46 µM]
CCOC(=O)c1ccccc1NS(=O)(=O)c1ccc(N2CCCCS2(=O)=O)cc1
 : -2.1%	-4.6%	4.7%[46 µM]
CC(Nc1oc(-c2ccc(COc3ccc(Cl)cc3)o2)nc1C#N)c1ccccc1 (stereo unspecified)
 : 4.3%	-6.1%	17.7%[46 µM]
CCOc1ccc(CCNS(=O)(=O)c2cc(Br)cc3c2N(C(C)=O)CC3)cc1OCC
 : -2.9%	2.3%	-7.2%[46 µM]
Cc1cccc(NC(=O)N2CCC(CN3CCCCCC3)CC2)c1C
 : -16.6%	1.8%	-21.1%[46 µM]
Cc1ccc(S(=O)(=O)n2nc(C)c(S(=O)(=O)N3CCCCC3)c2C)cc1
 : -13.5%	5.9%	10.3%[46 µM]
O=C(c1ccc2c(c1)N(Cc1cccc(Cl)c1)C(=O)c1ccccc1S2=O)N1CCC(Cc2ccccc2)CC1 (stereo unspecified)
 : 2.5%	-5.7%	u
Cc1cccc(-c2nnc(SCC(=O)Nc3ccc(C)c(C)c3)o2)c1
 : 4.9%	-2.1%	u
CC(=O)Nc1nonc1-c1nnc(SCc2ccc(C)cc2)n1C
 : u	-13.3%	10.8%[46 µM]
Cc1ccc(CNC(=O)c2nn(C)c3c2CS(=O)(=O)c2ccccc2-3)cc1
 : -20.9%	1.0%	6.6%[46 µM]
COc1cc(NC(=O)CCn2c(-c3ccccc3)cc(C(C)=O)c2C)cc(OC)c1
 : -5.1%	1.6%	u
O=C(CSc1nc2ccccc2nc1Cc1ccc(Cl)cc1)N1CCCc2ccccc21
 : -2.0%	-0.5%	-15.9%[46 µM]
Cc1ccc(CNS(=O)(=O)c2ccc3c(c2)CC(C)N3C(=O)C2CCC2)cc1 (stereo unspecified)
 : 6.5%	2.4%	4.5%[46 µM]
Cc1ccc(NC(=O)c2oc3ccc(S(=O)(=O)N(C)C4CCCCC4)cc3c2C)cc1Cl
 : -0.1%	-6.7%	4.4%[46 µM]
CCN(CCN(C)C)C(=O)C1CCN(S(=O)(=O)c2c(C)noc2/C=C/c2ccccc2F)CC1
 : u	3.3%	u
CC1N=C2c3ccccc3N=C(SCC(=O)NCCc3ccc(Cl)cc3)N2C1=O (stereo unspecified)
 : -3.2%	-0.8%	7.3%[46 µM]
